Screens from PubChem.
uPA generation = inhibitors of cell surface uPA generation; cell surface uPA generation assay, qHTS; AID 540303; 330,000 tested, 0.31% active; Potency, µM (highest dose often 38.3 µM), for inactives: top-dose activity change, negative = inhibition, most hits filed as inhibitors; active = well fitted inhibition curve with a large enough effect; inconclusive = small, poorly fitted or top-dose-only effect; inactive = no such curve, though single readings can be large or run the other way; tested in mouse RAW 264.7 cells; also: potency is read from the fitted curve at half-maximal effect; % is scaled to controls: 0 for no effect and ±100 for the full control effect; nearly all actives have a fitted effect of over 55% in size
BCR signal inh = blocks chronic active B-cell receptor signaling. ABC-DLBCL IkBa-CBG/CBR reporter, luminescence ratio, 4 h. 340,000 tested, 0.05% active. Potency, µM (top dose mostly 46.1 µM), for inactives: at the highest dose ratio change, negative = lower green/red ratio, most hits filed as inhibitors; active = well fitted inhibition curve with a large enough effect in the signal ratio, with a control signal flat, not every such curve was filed as active; inconclusive = small, poorly fitted or top-dose-only effect, or effect the other way, or a change in a side signal; the % refers to the signal ratio;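 also: potency is read from the fitted curve at half-maximal effect; plate controls were basal doxycycline-induced cells for no effect and cells given 10 µM MG132 for full effect; MG132 reads +100%, hits lower the ratio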
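Doxycycline induced both beetle luciferases in TMD8 lymphoma cells; IKK-driven degradation limits the IkappaBalpha-fused green signal, while red luminescence normalises for cell number and nonspecific effects. Compounds tested up to 46 uM, 4 hrs.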
TCR activator = T cell receptor activation | primary human leukocytes, anti-CD3, IL-2 HTRF, 48 h | Potency, µM (series often up to 9.22 µM), inactives show at the top dose activation of IL-2 secretion, most hits filed as activators | 330,000 tested, under 10 active; also: % of control where 0% means no effect
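Primary human leukocytes incubated 48 hr with anti-CD3 beads plus compound, without co-stimulation. Secreted IL-2 measured by HTRF (europium cryptate/d2 anti-IL-2 pair, 320 nm excitation, 665 nm emission).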
ELG1 DNA repair = blocks ELG1-dependent DNA repair in HEK293T cells. HEK293T ELG1-luciferase reporter, luminescence, 16 h; DNA damage induced by 5-fluorouridine. Potency, µM (titrated, usually from 46.1 µM), without a hit: at the top dose activity change, negative = inhibition, usual class: inhibitors. 330,000 tested, 2.3% active; also: potency is read from the fitted curve at half-maximal effect; % is scaled to controls: 0 for no effect and ±100 for the full control effect; nearly all actives have a fitted effect of over 55% in size
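Overnight (16 hr) co-exposure of 2,000 cells/well to 5-fluorouridine and compound at 37 °C preceded detection. Luciferase was quantified via ONE-Glo luminescence; loss of signal denotes inhibition.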
Eya2 inh = Eya2 (human) phosphatase inhibition | O00167 | recombinant Eya2, OMFP fluorescence dephosphorylation (OMFP is methylfluorescein phosphate) | Potency, µM (doses to about 76.9 µM), for inactives: at the highest dose activity, negative = inhibition, hits mostly inhibitors | 330,000 tested, 0.006% active; also: potency is read from the fitted curve at half-maximal effect; % is scaled to controls: 0 for no effect and ±100 for the full control effect
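Eya2 protein (added as 0.2 uM solution) was preincubated with compound for 10 min at ambient temperature in 50 mM HEPES pH 7.5, 50 mM NaCl, 5 uM MgCl2, 0.05% BSA, 1 mM DTT. OMFP (added at 50 uM) then reacted 10 min; fluorescence read at 485/525 nm.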
USP2a inh = blocks human ubiquitin-specific protease USP2a; AID 463254; 330,000 tested, 0.01% active; O75604; USP2 core, Ub-CHOP2 coupled fluorogenic reporter, 485/531; Potency, µM (highest dose often 38.3 µM), for the others: top-dose activity change, negative = inhibition, most hits filed as inhibitors;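 also: potency is read from the fitted curve at half-maximal effect; plate controls were DMSO wells for no effect and full inhibition by NEM control for full effect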
Target sequence (O75604 whole entry, looked up): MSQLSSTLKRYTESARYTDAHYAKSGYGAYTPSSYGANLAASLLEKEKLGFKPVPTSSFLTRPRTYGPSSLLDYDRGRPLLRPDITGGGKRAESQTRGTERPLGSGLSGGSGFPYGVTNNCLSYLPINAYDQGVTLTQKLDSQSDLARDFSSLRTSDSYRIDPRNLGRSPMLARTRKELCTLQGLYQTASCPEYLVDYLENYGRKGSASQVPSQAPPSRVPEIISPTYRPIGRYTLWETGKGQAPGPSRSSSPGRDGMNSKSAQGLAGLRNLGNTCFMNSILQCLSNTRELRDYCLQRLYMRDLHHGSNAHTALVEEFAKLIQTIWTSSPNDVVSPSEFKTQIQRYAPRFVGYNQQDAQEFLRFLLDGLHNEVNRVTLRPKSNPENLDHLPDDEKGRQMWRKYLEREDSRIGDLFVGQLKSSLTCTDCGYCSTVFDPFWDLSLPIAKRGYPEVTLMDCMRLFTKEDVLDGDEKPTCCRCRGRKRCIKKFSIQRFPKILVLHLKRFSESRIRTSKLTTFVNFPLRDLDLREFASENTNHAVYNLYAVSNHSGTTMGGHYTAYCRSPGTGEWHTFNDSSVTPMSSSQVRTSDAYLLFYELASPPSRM
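Deubiquitinase activity read as fluorescence (485/531 nm) after Ub-CHOP2 cleavage activates the enterokinase reporter on its substrate; USP2 core 10nM, Ub-CHOP2 and substrate 25nM each, 30min compound preincubation then 60min RT; data normalized to NEM, curves fitted.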
Tb PFK inh = T. brucei PFK enzyme inhibition; Potency, µM (doses to about 57.5 µM), without a hit: at the highest dose activity, negative = inhibition, hits mostly inhibitors; 330,000 tested, 0.17% active; T. brucei PFK, ADP-Glo luminescence;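 also: potency is read from the fitted curve at half-maximal effect; 0% = uninhibited 1x PFK enzyme wells and -100% = no-enzyme wells; nearly all actives have a fitted effect of over 60% in size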
Target sequence (O15648 whole entry, looked up): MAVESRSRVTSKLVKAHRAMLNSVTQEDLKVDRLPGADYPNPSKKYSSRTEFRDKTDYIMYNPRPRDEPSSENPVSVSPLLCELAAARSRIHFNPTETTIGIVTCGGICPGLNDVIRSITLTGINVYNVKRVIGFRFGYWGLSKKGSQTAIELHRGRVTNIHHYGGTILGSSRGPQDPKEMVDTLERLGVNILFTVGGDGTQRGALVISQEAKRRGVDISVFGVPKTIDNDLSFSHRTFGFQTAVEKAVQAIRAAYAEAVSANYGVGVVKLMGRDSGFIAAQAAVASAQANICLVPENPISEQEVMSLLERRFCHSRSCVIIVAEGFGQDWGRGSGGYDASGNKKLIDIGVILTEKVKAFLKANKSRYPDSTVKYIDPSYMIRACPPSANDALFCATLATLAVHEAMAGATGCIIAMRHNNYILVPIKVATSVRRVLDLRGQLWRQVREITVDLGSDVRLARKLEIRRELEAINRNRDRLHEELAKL
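In TEA buffer at pH 8.0 with 5 mM MgCl2, enzyme (1.25 nM) converted F6P (0.5 mM) and ATP (0.1 mM) for 45 min at room temperature. ADP product was read by luciferase luminescence.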
Mito fusion yeast = blocks mitochondrial division or promotes mitochondrial fusion; S. cerevisiae fusion-defective mutant growth rescue, CellTiterGlo 48 h; Potency, µM (highest dose often 46.1 µM), for the others: top-dose growth rescue (activation), hits mostly activators; 320,000 tested, 0.23% active; AID 485298;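 also: potency is read from the fitted curve at half-maximal effect; % of control where 0% means no effect; nearly all actives have a fitted effect of over 45% in size; temperature-sensitive fusion mutants such as fzo1-1 at 37 °C on non-fermentable ethanol glycerol medium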
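S. cerevisiae fusion-defective temperature-sensitive mutants (e.g. fzo1-1, mgm1-5) grown 48 h at 37C in YPEG (ethanol/glycerol non-fermentable) medium with 23 nl compound per well; growth rescue read as CellTiterGlo luminescence.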
TSG101-PTAP inh = blocks PTAP/TSG101 interaction to inhibit HIV-1 budding; Fluorescence polarization, FITC-PTAP peptide / Tsg101 binding; AID 493005; Q99816; 340,000 tested, under 10 active; Potency, µM (titrated, usually from 115 µM), for the others: at the top dose activity change, negative = inhibition, most hits filed as inhibitors; active = well fitted inhibition curve with a large enough effect in the main read-out, with a control signal flat, not every such curve was filed as active; inconclusive = small, poorly fitted or top-dose-only effect, or effect the other way, or a change in a side signal; inactive = no such curve, though single readings can be large or run the other way; also: potency is read from the fitted curve at half-maximal effect; % of control where 0% means no effect
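Compounds were pin-transferred onto Tsg101 binding domain (10 uM final) in HEPES pH 7.5 buffer, then FITC-PTAP peptide was added at 50 nM final. After 20 min at RT, polarization reported peptide displacement across a qHTS concentration series.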
TSHR antagonist = blocks TSH signaling through the human TSH receptor; P16473; TSHR-expressing cells, TSH-stimulated cAMP HTRF, 2 h; stronger effect = lower value; activity change, negative = inhibition, % at 11.5 µM; 330,000 tested, 0.2% active; AID 504810;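 active = activity change below a set negative limit, meaning inhibition stronger than a set level, cut at about -70% in these data; inconclusive = activity change between two set negative limits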; also: % is scaled to controls: 0 for no effect and ±100 for the full control effect
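Cell-based HTRF cAMP assay; TSHR cells + compound, TSH EC80 (4nM final), 2 h, 37 deg C. Lysis with anti-cAMP cryptate and cAMP-d2, 30 min RT, read 665/620 nm.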
B2AR arrestin = agonists driving beta-arrestin recruitment to human beta2-adrenergic receptor. AID 492947. P07550. beta-arrestin recruitment to beta2AR, cell-based reporter. 330,000 tested, 0.02% active. Potency, µM (highest dose often 46.1 µM), inactives show at the top dose activation, usual class: activators;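 also: potency is read from the fitted curve at half-maximal effect; 0% = DMSO controls and full agonism = EC100 isoproterenol or metaproterenol; nearly all actives have a fitted effect of over 65% in size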
The depositor's hits bear a star; u = inconclusive; x = no result given; [ ] = another dose, or the depositor's remark. Unless noted, calls follow the shape of the dose curve; as a rule, active = well fitted curve in the direction sought with a large enough effect; inconclusive = small, poorly fitted or top-dose-only effect, or another doubt; inactive = no such curve, though single readings can be large; an effect the other way counts as inactive or inconclusive. Rows were taken by chance (roughly 3% active in at least one column).

SMILES	uPA generation	BCR signal inh	TCR activator	ELG1 DNA repair	Eya2 inh	USP2a inh	Tb PFK inh	Mito fusion yeast	TSG101-PTAP inh	TSHR antagonist	B2AR arrestin
COc1cc(NC(=O)C2CCCN2C(=O)C2CCC(C)CC2)cc(OC)c1OC (configuration not stated)	-3%	-1%	-3%	-5%	-10%	0%	7%	5%	-7%	13	-0.3%
Cc1ccc(S(=O)(=O)NCCCCCC(=O)N(C)C)cc1	-5%	-6%	4%	5%	-3%	-1%	2%	-1%	-1%	-2	-0.2%
COCC(=O)Nc1cc(Cl)ccc1C(F)(F)F	x	u	x	13%	2%	1%	-6%	0%	x	0	0.2%
c1ccc(-c2nnsc2-c2nc3ccccc3[nH]2)cc1	-6%	1%	2%	4%	10%	0%	0%	0%	4%	-17	0.1%
CN(/C(=N/S(=O)(=O)c1cccs1)c1ccccc1)c1ccc(O)cc1	4%	5%	x	-1%	8%	4%	-1%	-3%	-2%	-1	-0.1%
Cc1ccc(/C(N)=N/OC(=O)COc2ccccc2Cl)cc1	6%	u	-2%	u	9%	-1%	-5%	-9%	-2%	-10	0.0%
COc1cc(C(=O)NNC(=O)c2ccccc2OCc2c(C)noc2C)cc(OC)c1OC	-11%	-10%	x	-19%	0%	1%	-10%	7%	-2%	26	0.3%
Cc1ccccc1C(=O)Oc1ccc(-c2csnn2)cc1	0%	u	2%	u	14%	-1%	-1%	-4%	0%	-7	-0.1%
CC(NC(=O)CSc1nnc(-c2cccnc2)n1N)c1ccccc1 (configuration not stated)	-3%	u	-7%	2%	2%	2%	-3%	1%	-1%	2	-0.5%
Cc1ncsc1C(=O)N1N=C2/C(=C/c3ccc(N4CCOCC4)cc3)CCCC2C1c1ccc(N2CCOCC2)cc1 (configuration not stated)	11%	4%	x	u	-14%	4%	-3%	-1%	x	-3	-0.1%
O=C(NC1CCCC1)C(c1ccsc1)N(C(=O)Cc1cccs1)c1cccc(F)c1 (configuration not stated)	1%	14%	-15%	12%	-3%	-2%	3%	3%	-2%	2	-0.9%
O=C(NCC1CC1)Nc1ccccc1F	6%	-2%	8%	u	-7%	2%	-4%	-3%	-4%	-2	-0.9%
COC(=O)/C=C1\SC(=NC(=O)c2cccc([N+](=O)[O-])c2)NC1=O	2%	-10%	3%	-4%	-9%	-3%	7%	6%	-3%	-8	-0.4%
Cc1cccc(C)c1NC(=S)NNc1ncc(C(F)(F)F)cc1Cl	-3%	u	4%	-6%	15%	5%	5%	0%	-2%	6	0.4%
CCOC(=O)C1CCN(c2ccc(C(=O)O)cc2[N+](=O)[O-])CC1	4%	7%	4%[46.1 µM]	7%	6%	2%	-3%	7%	0%	4	-0.5%
CC1CC(CCC(=O)NC(=S)Nc2ccc(S(N)(=O)=O)cc2)C(=O)O1 (configuration not stated)	2%	6%	-1%	-6%	-10%	0%	2%	6%	-4%	-3	0.0%
O=C(c1cc2cc(C(F)(F)F)ccc2s1)N1CCOCC1	-2%	u	1%	23%	-16%	3%	-2%	4%	1%	-7	-0.1%
Cc1ccc(/C=N/NC(=O)c2c[nH]c3ccccc23)s1	-5%	u	2%	u	-14%	3%	0%	-4%	0%	4	-0.4%
O=C(O)/C=C/c1ccc(OCCCF)cc1	2%	5%	8%	u	-2%	1%	1%	-1%	1%	-5	0.1%
Cc1cccc(NC(=S)NC(C)C(c2ccccc2)N2CCN(C)CC2)c1C (configuration not stated)	-8%	1%	3%	u	-10%	-1%	-2%	-5%	-3%	9	-0.1%
Cc1ccc(C(=O)OC(C)CN2CCN(C)CC2)cc1 (configuration not stated)	7%	-4%	-7%	0%	-4%	1%	-7%	1%	-1%	0	0.4%
COc1ccc(-c2cc(C(=O)NC(C)c3ccccn3)c3ccccc3n2)cc1OC (configuration not stated)	-14%	0%	5%	16µM*	14%	-3%	0%	-4%	-3%	4	0.2%
COc1ccc2[nH]c(C(=O)O)c(NS(=O)(=O)c3ccc(F)cc3)c2c1	-15%	2%	2%	1%	-15%	0%	-1%	9%	-2%	12	-0.5%
O=C(Nc1ccccc1)OCc1cc(-c2ccccc2Cl)on1	9%	u	-2%	u	-7%	0%	0%	-2%	0%	-10	0.3%
O=C1NC(c2ccc3c(c2)OCO3)Nc2ccccc21 (configuration not stated)	-10%	-4%	4%	12%	-9%	5%	-1%	5%	-2%	0	3.2%

Following part
SMILES	uPA generation	BCR signal inh	TCR activator	ELG1 DNA repair	Eya2 inh	USP2a inh	Tb PFK inh	Mito fusion yeast	TSG101-PTAP inh	TSHR antagonist	B2AR arrestin
CC(C)CCC(CC(C)O)C(=O)NNC(=S)Nc1ccccc1 (configuration not stated)	11%	-2%	-13%	2%	u	-1%	-2%	1%	2%	8	0.9%
Cn1c(O)c(/C=N/NC(=O)c2cc3ccccc3cc2O)c2ccccc21	1%	u	-4%	u	9%	-3%	7%	4%	u	-37	13%
COc1cc(/C=N/NS(=O)(=O)c2ccc(C)c([N+](=O)[O-])c2)cc([N+](=O)[O-])c1O	6%	18%	-24%	0%	12%	-2%	5%	2%	5%	-26	0.3%
Cc1cnc([N+](=O)[O-])n1CCOC(=O)NC(=O)c1ccccc1Cl	-3%	u	-1%	18%	3%	2%	2%	4%	0%	12	-0.7%
COc1cc(C(Nc2ccccn2)c2c(NC(=O)c3ccco3)sc(C)c2C)cc(OC)c1OC (configuration not stated)	-19%	-5%	5%[46.1 µM]	-1%	7%	0%	5%	-1%	-2%	14	2.6%
Cc1cccc(/C=N/n2c(C)nc3ccccc3c2=O)c1	-8%	4%	-3%	u	-3%	1%	1%	12%	-7%	-5	0.0%
COC(=O)[C@H]1[C@H](C(=O)OC)[C@@H](C(=O)OC)N(c2ccc(OC)cc2)[C@@H]1C(=O)OC	-2%	2%	1%[46.1 µM]	0%	2%	1%	0%	-9%	1%	7	-0.4%
Cc1cc(NC(=O)CCC(=O)N(CCC(C)C)C(C(=O)NC2CCCC2)c2ccccc2C)no1 (configuration not stated)	-3%	9%	0%	7%	1%	2%	-6%	-5%	-5%	-2	0.5%
CCOc1ccc(NS(=O)(=O)c2ccc(C(=O)NCCCN3CCOCC3)cc2)cc1	-1%	3%	11%	-2%	-3%	1%	8%	0%	-2%	7	0.5%
O=C(CCCn1c(=O)[nH]c2ccccc2c1=O)NCCSCc1ccccc1	5%	-2%	-4%	4%	8%	1%	-5%	-7%	-1%	-5	-0.1%
COC(=O)c1cc(NC(=O)C2CCCN(S(=O)(=O)c3c(C)n[nH]c3C)C2)cc(C(=O)OC)c1 (configuration not stated)	x	-5%	x	u	1%	1%	1%	-5%	x	-4	0.0%
O=C(NCCCN1CCN(CCCNC(=O)c2ccccc2F)CC1)c1ccccc1F	-2%	2%	6%	12%	-1%	-1%	10%	-5%	1%	6	-0.3%
COc1cc(C(=O)N/N=C/c2coc3ccccc3c2=O)cc(OC)c1OC	-8%	-10%	-4%	19%	14%	1%	-1%	-6%	-5%	3	-0.8%
CC(=O)c1c(C)nn(C(=O)N2CCOCC2)c1C	-3%	0%	-6%	3%	0%	-1%	1%	-1%	-2%	16	0.3%
O=C(NNS(=O)(=O)c1ccccc1[N+](=O)[O-])c1ccc(O)cc1	1%	u	0%	4%	-22%	5%	6%	2%	0%	16	0.1%
Cc1cccc(N(C)S(=O)(=O)c2ccc(-c3cnc(C4CC4)o3)cc2)c1	-87%	u	-4%	-22%	-2%	-9%	-3%	0%	-7%	19	-0.5%
CCOC(=O)C1(Cc2cccc(Cl)c2)CCCN(C(=O)CCN2CCCC2=O)C1 (configuration not stated)	x	1%	x	u	-1%	2%	-3%	4%	x	5	-1.0%
COc1ccc(CCNC(=S)Nc2ccc(OC)cc2)cc1	-28%	-1%	-3%[46.1 µM]	4%	1%	-9%	5%	-1%	-3%	1	-1.1%
COc1ccc(/C=C2\SC(=O)N(CCNC(=O)C3CC(=O)N(c4ccccc4)C3)C2=O)cc1 (configuration not stated)	x	-2%	1%	u	-13%	0%	-2%	5%	-4%	16	-0.4%
CCc1ccc2oc(C(=O)Nc3nonc3CC)c(C)c2c1	0%	3%	8%	u	-11%	-3%	0%	u	0%	-6	0.3%
